# Screening data from PubChem.
# IAP activation = mouse intestinal phosphatase enzyme activation – biochemical, luminescence, single concentration, confirmation (AID 434970); purified mouse IAP, CDP-Star luminescence, 30 min; hits give low values; activity change, negative = activation, % at 10 µM; 2.9% of 11,000 active; in the data active = activity change below about -85%;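 note: percent relative to enzyme plus DMSO wells and wells without enzyme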
# IAP activation Fold change = further read-out of IAP activation, marked with its call; activation factor; measured here: IAP activation factor; hits give high values;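 fold luminescence change scaled to plate control wells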
# * marks the source's active call; other numbers are inactive results.
SMILES,IAP activation,IAP activation Fold change
Cc1ccc(-c2cccc(-c3cc(=O)oc4ccc(C(C)(C)C)cc34)c2)cc1,-0.6,1.01
COc1cc(OC)c2c(c1)OC(=O)CC2c1ccc(C)cc1 (configuration not stated),-3.9,1.04
CN1OC(CC(=O)O)N(c2ccc(Cl)cc2)C1=O (configuration not stated),4.9,0.951
CC(C)n1cc(CN2CCC(C(=O)Nc3cccc(-c4cccc(Cl)c4)c3)CC2)cn1,-296.6*,3.97*
Cc1ccc(C(C)NC(=S)NCc2ccc(F)cc2)c(C)c1 (configuration not stated),-38.5,1.39
COc1cc(CNc2ncnc3c2[nH]c2ccc(C)cc23)cc(OC)c1,-197.0*,2.97*
Cc1ccc2nc3ccc(N4CCCCCCC4)nn3c(=O)c2c1,6.2,0.939
CC(=O)N1CCc2cc(S(=O)(=O)CCC(=O)Nc3c(C)n(C)n(-c4ccccc4)c3=O)ccc21,-2.4,1.02
Cc1ccc(CC(NC(=O)c2ccc(C)cc2)C(=O)O)cc1 (configuration not stated),-12.3,1.12
CCCCc1c(O)nc(SCCN(C)C)n(-c2ccccc2)c1=O,7.8,0.922
CCCc1nnc(SCC(=O)N2C(C)CCCC2C)n1CCCOC (configuration not stated),5.7,0.944
CCn1c(NCc2ccc3c(c2)OCO3)nc2ccccc21,-2.7,1.03
CCC(=O)NCc1cc(-c2nn(C)c(=O)c3ccccc23)ccc1C,0.0,1
C=CCN(CC=C)C(=S)NC(=O)/C=C/c1ccc(C)cc1,2.0,0.98
O=C(NCc1ccc2[nH]c3c(c2c1)CCCC3)N1CCOCC1,6.5,0.935
Cn1nnc2cc(C(=O)N3CCCCCC3)ccc21,2.3,0.977
FC(F)(F)c1ccc2c(c1)nc1n2CCCC1,5.5,0.945
CCN(CC)c1ccc(C2C(C(=O)OC(C)C)C(=O)CC(C)(O)C2C(=O)OC(C)C)cc1 (configuration not stated),6.8,0.932
O=C(CSc1nnc(-c2cccs2)n1-c1ccccc1)NCC1CCCO1 (configuration not stated),4.9,0.951
O=c1[nH]nc(Cc2ccc(-c3ccc(Cl)cc3)o2)c2ccccc12,3.0,0.97
O=C(c1cccs1)n1nc(-c2ccccc2)nc1NCc1ccco1,14.4,0.857
COc1ccc(-n2nc(C(=O)NCC(=O)Nc3ccccn3)c3ccccc3c2=O)cc1,10.8,0.892
Cc1ccc(C)c(NC(=O)C(C)CC2COCCO2)c1 (configuration not stated),-3.2,1.03
CCn1c(SCC(=O)N2CCN(c3ccc(Cl)cc3)CC2)nc2ccccc2c1=O,3.2,0.968
CS(=O)(=O)N(CC(=O)N1CCCC1)c1cccc(Cl)c1,-1.1,1.01
CCOc1ccc(CCNC(=O)c2cc(-c3ccccc3)c(N3CCOCC3)s2)cc1OCC,-73.9,1.74
CCN(CC)S(=O)(=O)c1ccc(NC(=O)CN(c2cccc(F)c2)S(C)(=O)=O)cc1,8.9,0.911
COc1ccc(-c2ccccc2[C@H]2[C@@H]3C=CC[C@@H](C)[C@@H]3C(=O)N2Cc2ccccc2)cc1,3.8,0.962
Cc1cc(C(=O)COC(=O)CCCN2C(=O)c3ccccc3C2=O)c(C)n1C,4.2,0.958
Cc1ccc(CNC(=O)CCNC(=O)Cn2ccc3ccccc3c2=O)cc1,6.0,0.94
COc1ccc(N(C)S(=O)(=O)c2cccc(C(=O)Nc3ccc(-n4cnnn4)cc3)c2)cc1,7.7,0.923
CCCCOc1ccc(N2C(=O)CC(NCCc3ccc(S(N)(=O)=O)cc3)C2=O)cc1 (configuration not stated),-1.8,1.02
CCc1ccc(NC(=O)COn2nnc3ccc(S(=O)(=O)N(C)C)cc32)cc1,1.4,0.986
CC(C)CN1CC(COCc2ccccc2)Oc2ccccc2S1(=O)=O (configuration not stated),-14.8,1.15
Cc1ccc(NC(=O)c2ccc(Cn3cc(Br)cn3)o2)cc1,4.3,0.957
CN1CCN(Cc2nc3c(c(=O)n(C)c(=O)n3C)n2CCCc2ccccc2)CC1,1.3,0.987
C=C(C)c1cccc(C(C)(C)NC(=O)NC(c2ccccc2)c2ccc(OC)cc2)c1 (configuration not stated),-358.7*,4.59*
COc1cccc(NC(=O)C2CCN(Cc3cnn(-c4ccccc4)c3-n3cccc3)CC2)c1,-100.8*,2.01*
CCn1nc(C(=O)Nc2ccccc2C)c(Cl)c1Cl,-1.8,1.02
Cc1ccc(-n2nnnc2-c2cnc(-c3cccnc3)nc2C(F)(F)F)cc1,17.2,0.828
CCOC(=O)c1ccc(NC(=O)CSc2nnc(-c3ccncc3)n2C)cc1,6.3,0.936
CCC(C)Oc1nc2ccccc2nc1NS(=O)(=O)c1ccccc1 (configuration not stated),7.7,0.923
COc1ccc(-n2ncc3c(SCC(=O)N4CCN(c5ccccc5OC)CC4)ncnc32)cc1,9.6,0.904
O=C(Cn1cnc2c(NCc3ccccc3)ncnc21)NCC1CCCO1 (configuration not stated),-4.9,1.05
O=C1CNC(=S)N1CCc1ccc(O)c(O)c1,80.9,0.192
COc1ccc(Cc2nc3ccc(C(=O)NCc4ncc(C)[nH]4)cc3o2)cc1OC,7.3,0.927
Cc1ccc(CN2C(=O)C3CCCN3c3ccc(S(=O)(=O)N4CCOCC4)cc32)cc1 (configuration not stated),9.2,0.908
O=C1NC(=Nc2ccc(O)cc2)S/C1=C\C=C\c1ccco1,87.6,0.123
Cc1ccc(C(=O)COC(=O)CCC(=O)NC2CCCCC2)cc1C,0.0,1
COC(=O)C1(c2ccccc2)NC(c2cccs2)C2C(=O)N(C)C(=O)C21 (configuration not stated),5.8,0.943
COc1cc2c(c(OC)c1OC)C(c1ccc(C)cc1)CC(=O)O2 (configuration not stated),3.8,0.962
O=C1/C(=C\c2ccco2)SC(=S)N1c1ccc(O)cc1,77.3,0.227
Cc1ccc(-c2nn(C)c(=O)c3ccccc23)cc1CNC(=O)/C=C/c1ccccc1,9.2,0.907
Cc1cc(NC(=O)CCC(=O)N(c2ccccc2)C2(C(=O)NC3CCCCC3)CCCC2)no1,5.2,0.948
O=C(N/N=C/c1ccc([N+](=O)[O-])o1)c1ccncc1,48.0,0.52
CCOc1ccccc1NS(=O)(=O)c1c(C)noc1C,2.0,0.98
Cc1nn(-c2ccccc2)c(Cl)c1/C=C/C(=O)c1ccccc1,17.8,0.822
CC1(C)NC(=O)N(c2ccccc2Cl)C1(C)NO (configuration not stated),1.0,0.99
NC(=O)C1CCN(c2ncnc3c(-c4ccccc4)nsc23)CC1,5.3,0.947
COc1ccc(Nc2ncnc3ccccc23)c(OC)c1,-4.0,1.04

# Further entries:
SMILES,IAP activation,IAP activation Fold change
Cc1ccc(SCC(=O)N2CCCC2)cc1,3.7,0.964
COc1ccc(N2C(=O)C3CCCN3C2c2ccccc2)cc1Cl (configuration not stated),10.5,0.895
O=C(O)Cn1nc(C(F)(F)F)c2c1CCCCC2,-3.5,1.03
Fc1ccc(NCc2cccnc2)cc1,-2.4,1.02
Cc1cccc(Nc2nc3c(c(=O)n(C)c(=O)n3C)n2CC(O)CO)c1 (configuration not stated),11.6,0.885
CCCNC(=O)N1CCN(S(=O)(=O)c2ccc(C)cc2)CC1,4.9,0.951
Cc1n[nH]c(C)c1N1C(=O)c2cccc3c(N4CCCCCC4)ccc(c23)C1=O,-13.0,1.13
O=C(CCO)c1ccc(O)cc1,47.2,0.528
COc1cc2c(cc1NC(=O)CC1SC(N3CCCC3)=NC1=O)oc1ccccc12 (configuration not stated),2.5,0.974
Cc1ccc(N(CC(=O)NCC2CCCO2)C(=O)CCC(=O)Nc2ccccn2)cc1C (configuration not stated),-4.2,1.04
Cc1ccc2nc3c(c(N)c2c1)CCN3c1ccccc1,-7.0,1.07
FC(F)(F)c1nnc2ccc(NCn3nnc4ccccc43)nn12,-8.4,1.08
O=C(CN1C2CCC1CC(NC(=O)NC1CCCCC1)C2)NC1CC1 (configuration not stated),11.8,0.883
O=C(C[C@H]1C[C@H](C(=O)N2CCOCC2)[C@@]2(CCC3CCCC3)c3[nH]c4cc(-c5ccco5)ccc4c3CCN2C1=O)NCCC1=CCCCC1,-6.6,1.07
CCN(CC)C(=O)[C@H]1C[C@H](CC(=O)NCCCN(C)C)C(=O)N2CCc3c([nH]c4cc(-c5ccco5)ccc34)[C@]12C,1.4,0.986
Cc1ccc(S(=O)(=O)NCCOc2nc(N(C)C)nc(N3CCOCC3)n2)cc1,5.6,0.944
Cn1c(C(=O)Nc2ccccc2)cc2sccc21,-6.2,1.06
CC(C)NC(=O)Nc1ccc2c(c1)C(=O)N([C@H](C)CO)C[C@H](C)[C@@H](CN(C)C(=O)Nc1ccc(C(F)(F)F)cc1)O2,-51.0,1.51
CC(C)C(=O)N1CCN(c2ccccc2NC(=O)Cc2ccc(Cl)cc2)CC1,-2.3,1.02
Cc1ccc(C(C(=O)NC(C)(C)C)N(C(=O)c2csnn2)c2cccc(F)c2)o1 (configuration not stated),2.3,0.977
Cc1cc(NC(=O)COc2cccc3cccnc23)no1,4.0,0.961
Cc1ccc(S(=O)(=O)N(C)CCCC(=O)n2nc(C)cc2C)cc1,-5.5,1.06
CCCN=C1N(C)C[C@@H]2[C@@H]3C(=O)N(C)C(=O)[C@@H]3[C@](C)(C(=O)OC)N12,-6.3,1.06
O=c1c(O)c(-c2ccc(O)c(O)c2)oc2cc(O)cc(O)c12,90.8,0.092
CC[C@]12c3[nH]c4cc(CCC(=O)N(C)C)ccc4c3CCN1C(=O)[C@@H](CC(=O)NCC13CC4CC(CC(C4)C1)C3)C[C@@H]2C(=O)N1CCN(C(=O)c2ccco2)CC1,5.2,0.948
C/C(=N/NC(=O)c1cccc(C)c1)c1c(O)cc(C)oc1=O,6.0,0.94
Cc1ccccc1[C@@H]1C(C#N)=C(N)S[C@H]1C(=O)c1ccccc1,7.5,0.924
CSc1ccccc1NC(=O)Nc1cccc(Cl)c1,-48.5,1.48
O=[N+]([O-])c1ccc(/C=N/Nc2nc(N3CCCCCC3)nc(N3CCCCCC3)n2)o1,29.1,0.71
c1ccc(-n2nnnc2Oc2ccc(-c3nnco3)cc2)cc1,-3.0,1.03
O=c1c2ccccc2c(C=NC2CCS(=O)(=O)C2)c(O)n1-c1ccccc1 (configuration not stated),-8.2,1.08
O=C(CSCCO)N1CCc2ccccc21,6.4,0.936
CC(C)(C)S(=O)(=O)c1c(C(=O)O)cccc1C(=O)O,5.2,0.948
CCN(CC)C(=O)[C@H]1C[C@H](CC(=O)NCC23CC4CC(CC(C4)C2)C3)C(=O)N2CCc3c([nH]c4cc(CCC(=O)N(C)C)ccc34)[C@]12C,-6.0,1.06
Cc1cc(C)c(CN2CCN(C(=O)Cn3cnc(C(=O)Nc4ccc(C)c(C)c4)n3)CC2)c(C)c1,-13.2,1.13
CCOC(=O)C1(CCSC)NC(c2ccco2)C2C(=O)N(C)C(=O)C21 (configuration not stated),5.5,0.946

# Pulled by compound from above (7):
SMILES,IAP activation,IAP activation Fold change
Cc1ccc(C(=O)COC(=O)CCC(=O)NC2CCCCC2)cc1C,0.0,1
Cc1ccc(C(C)NC(=S)NCc2ccc(F)cc2)c(C)c1 (configuration not stated),-38.5,1.39
CCC(C)Oc1nc2ccccc2nc1NS(=O)(=O)c1ccccc1 (configuration not stated),7.7,0.923
CCCCOc1ccc(N2C(=O)CC(NCCc3ccc(S(N)(=O)=O)cc3)C2=O)cc1 (configuration not stated),-1.8,1.02
CS(=O)(=O)N(CC(=O)N1CCCC1)c1cccc(Cl)c1,-1.1,1.01
Cc1ccc2nc3c(c(N)c2c1)CCN3c1ccccc1,-7.0,1.07
Cc1cccc(Nc2nc3c(c(=O)n(C)c(=O)n3C)n2CC(O)CO)c1 (configuration not stated),11.6,0.885

# Arranged by value in IAP activation (descending): some entries from above.
canonical_smiles,IAP activation,IAP activation Fold change
Cc1ccccc1[C@@H]1C(C#N)=C(N)S[C@H]1C(=O)c1ccccc1,7.5,0.924
O=C(CSCCO)N1CCc2ccccc21,6.4,0.936
C/C(=N/NC(=O)c1cccc(C)c1)c1c(O)cc(C)oc1=O,6.0,0.94
CCOC(=O)C1(CCSC)NC(c2ccco2)C2C(=O)N(C)C(=O)C21 (configuration not stated),5.5,0.946
CC(C)(C)S(=O)(=O)c1c(C(=O)O)cccc1C(=O)O,5.2,0.948
c1ccc(-n2nnnc2Oc2ccc(-c3nnco3)cc2)cc1,-3.0,1.03
CCN(CC)C(=O)[C@H]1C[C@H](CC(=O)NCC23CC4CC(CC(C4)C2)C3)C(=O)N2CCc3c([nH]c4cc(CCC(=O)N(C)C)ccc34)[C@]12C,-6.0,1.06

# Remaining list, next part.
SMILES,IAP activation,IAP activation Fold change
CC(C)OCCCNC(=O)C(=O)NCCCOC(C)C,3.8,0.962
CC(C)(C)NC(=O)C(=O)NNC(=O)C12CC3CC(CC(C3)C1)C2,6.9,0.931
O=C(NC1CCCCC1NC(=O)c1cccs1)c1cccs1 (configuration not stated),-4.5,1.04
Cc1c(-c2ccccc2)cn2c1-c1ccc(C)n1CC2,1.2,0.988
O=C1[C@H](c2ccccc2)[C@@H](c2ccccc2)N1c1ccncc1,-3.8,1.04
Nc1ccncc1N,74.9,0.251
CC[C@]12c3[nH]c4cc(-c5ccco5)ccc4c3CCN1C(=O)[C@@H](CC(=O)NCCCOC)C[C@@H]2C(=O)N1CCN(C(=O)C2CC2)CC1,-5.8,1.06
CC(Nc1nc(N2CCN(S(C)(=O)=O)CC2)nc2ccccc12)c1ccccc1 (configuration not stated),-7.2,1.07
O=C(Nc1nccs1)c1sc2cc(Cl)ccc2c1Cl,16.2,0.837
COC(=O)c1cccc(NC(=O)Nc2ccc(Cl)c(Cl)c2)c1,-88.6,1.89
O=C(COC(=O)c1ccc(S(=O)(=O)NCc2ccco2)cc1)NCCC1=CCCCC1,7.5,0.925
CCCCn1c(=O)c(-c2ccccc2)c(O)c2ccccc21,-6.2,1.06
O=C(NCCCCc1ccccc1)Nc1cccc(F)c1,-128.8*,2.29*
O=C(NCc1cccnc1)C1CC(=O)N(c2ccc(Cl)cc2)C1 (configuration not stated),9.7,0.903
O=C(Cn1cnc2c(NCc3ccccc3)ncnc21)NCCCN1CCCC1=O,2.5,0.976
CC(C)COc1ccc(C(=O)NCc2ccco2)cc1,8.8,0.912
CCSc1ncccc1-c1nc2ccccc2[nH]1,8.3,0.917
Cc1cccc(NC(=O)N(C)Cc2cccs2)c1,-1.4,1.01

# Only part of the results is shown; rates above refer to the full screens.
